Compound activity from PubChem.
KDM5B inhibitor: Primary screen for KDM5B Histone Demethylases FDH-coupled qHTS; Lysine-specific demethylase 5B (Homo sapiens), Q9UGL1; 220,000 compounds, 2.6% hits; Potency, µM (highest dose often 57.7 µM), for inactives: at the highest dose activity change, negative = inhibition, usual class: inhibitors; AID 1347165, 2019; KDM5B demethylase, FDH-coupled NADH fluorescence (FDH is formaldehyde dehydrogenase); active means well fitted inhibition curve with a large enough effect; inconclusive means small, poorly fitted or top-dose-only effect; inactive means no such curve, though single readings can be large or run the other way; further: 0% is about no effect; nearly all actives have a fitted effect of over 70% in size
Target sequence (Q9UGL1 whole entry, looked up): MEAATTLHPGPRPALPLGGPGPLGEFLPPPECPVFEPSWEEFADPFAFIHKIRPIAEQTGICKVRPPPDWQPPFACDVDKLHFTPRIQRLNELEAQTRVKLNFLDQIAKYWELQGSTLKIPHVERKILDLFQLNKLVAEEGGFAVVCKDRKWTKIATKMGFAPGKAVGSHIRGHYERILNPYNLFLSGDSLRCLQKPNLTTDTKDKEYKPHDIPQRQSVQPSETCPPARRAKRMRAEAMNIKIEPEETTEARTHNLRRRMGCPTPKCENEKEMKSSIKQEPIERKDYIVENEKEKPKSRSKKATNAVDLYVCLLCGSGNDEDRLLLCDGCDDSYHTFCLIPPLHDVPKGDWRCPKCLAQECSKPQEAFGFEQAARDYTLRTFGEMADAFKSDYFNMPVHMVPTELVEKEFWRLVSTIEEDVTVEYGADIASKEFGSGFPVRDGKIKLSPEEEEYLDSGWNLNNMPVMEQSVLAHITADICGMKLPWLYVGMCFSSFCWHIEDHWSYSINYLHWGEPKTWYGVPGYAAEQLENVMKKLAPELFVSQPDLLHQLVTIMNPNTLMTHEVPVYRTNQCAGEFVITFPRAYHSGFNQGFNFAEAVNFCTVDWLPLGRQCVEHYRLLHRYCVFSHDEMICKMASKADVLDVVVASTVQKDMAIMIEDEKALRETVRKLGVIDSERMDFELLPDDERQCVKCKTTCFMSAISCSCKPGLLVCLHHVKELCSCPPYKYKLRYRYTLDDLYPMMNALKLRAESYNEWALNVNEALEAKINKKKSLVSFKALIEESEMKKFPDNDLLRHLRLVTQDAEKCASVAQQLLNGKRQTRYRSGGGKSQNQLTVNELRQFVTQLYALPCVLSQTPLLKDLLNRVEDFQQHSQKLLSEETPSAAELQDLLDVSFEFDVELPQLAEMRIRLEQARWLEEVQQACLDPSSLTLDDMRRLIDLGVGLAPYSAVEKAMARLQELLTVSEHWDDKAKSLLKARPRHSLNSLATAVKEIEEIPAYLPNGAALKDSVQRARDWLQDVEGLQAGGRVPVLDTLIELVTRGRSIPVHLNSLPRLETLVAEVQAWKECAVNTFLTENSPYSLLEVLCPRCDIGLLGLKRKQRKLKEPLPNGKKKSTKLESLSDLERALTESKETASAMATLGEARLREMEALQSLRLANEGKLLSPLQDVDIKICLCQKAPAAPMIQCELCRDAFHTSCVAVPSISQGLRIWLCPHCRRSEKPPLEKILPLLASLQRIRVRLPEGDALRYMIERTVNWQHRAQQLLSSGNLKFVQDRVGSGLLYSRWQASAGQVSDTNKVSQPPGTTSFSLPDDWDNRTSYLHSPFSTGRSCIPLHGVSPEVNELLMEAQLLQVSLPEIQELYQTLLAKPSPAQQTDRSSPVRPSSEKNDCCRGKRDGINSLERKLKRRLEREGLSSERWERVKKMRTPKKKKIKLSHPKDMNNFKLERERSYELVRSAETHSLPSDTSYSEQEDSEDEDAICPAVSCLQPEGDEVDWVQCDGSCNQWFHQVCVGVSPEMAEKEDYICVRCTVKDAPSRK
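Compound dilutions met 200 nM (final) KDM5BΔAP for 10 min at room temperature before substrate addition. The substrate mix held 12.5 µM H3K4me3 with cofactors 25 µM α-ketoglutarate and 50 µM Fe²⁺. NADH signal gain over 30 min defined activity.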
* marks the source's active call; other numbers are inactive results; ? = inconclusive; [ ] = dose if it differs, or a comment. Potency means the concentration at half of the fitted maximal effect. These rows are one share of the data; count on the stated rates, not on these rows.

> COc1ccc(C2(C(=O)N3CCCCCCNC(=O)[C@@H]4CCCC[C@@H]43)CC2)cc1
  KDM5B inhibitor = -24%
> COc1ccc(Cc2nnc(SC(C)c3nc4ccccc4c(=O)[nH]3)o2)cc1 (stereo unspecified)
  KDM5B inhibitor = 2%
> O=[S+]1([O-])NC2(CCN(Cc3ccc(F)cc3)C2)COc2ncccc21 (stereo unspecified)
  KDM5B inhibitor = -6%[115 µM]
> Cc1ccc(CNS(=O)(=O)c2ccc3c(c2)CN(C(=O)c2cccnc2)CC3)o1
  KDM5B inhibitor = ?
> CC(C)C(=O)NC1CCN(c2cnn(Cc3ccccc3)c(=O)c2)CC1
  KDM5B inhibitor = 15%
> Cn1c(=O)c2c(ncn2CC(=O)N2CC(C(=O)N3CCOCC3)Oc3ccccc32)n(C)c1=O (stereo unspecified)
  KDM5B inhibitor = 20%
> Cc1ccc(S(=O)(=O)N2CCCC(Cn3cnc4cccnc43)C2)cc1 (stereo unspecified)
  KDM5B inhibitor = 27%
> Cc1ccc(C(=O)NC2CCCN(c3cc(-c4ccccc4)[nH]n3)C2)s1 (stereo unspecified)
  KDM5B inhibitor = -28%
> CC(OC(=O)Cn1[nH]c(=O)c2ccccc2c1=O)C(=O)Nc1cccc(Cl)c1Cl (stereo unspecified)
  KDM5B inhibitor = 8%
> O=C(NCc1ccncc1)c1cc(C2CC2)nc2onc(C3CCNC3)c12 (stereo unspecified)
  KDM5B inhibitor = ?
> O=C(CC1CCCCC1)N(Cc1ccc2cc[nH]c2c1)C1CC1
  KDM5B inhibitor = 1%
> CC1(C)[C@H](Cc2cc(CN3CCN(c4ccccc4)CC3)on2)C[C@@H]1NC(=O)Nc1ccc(F)cc1
  KDM5B inhibitor = -15%
> O=C(Cn1nc(-c2ccc(F)cc2)ccc1=O)NC1CCCc2c1[nH]c1ccccc21 (stereo unspecified)
  KDM5B inhibitor = 14µM*
> CCC(C)Nc1nc2c(c(=O)[nH]c(=O)n2C)n1Cc1ccccc1Cl (stereo unspecified)
  KDM5B inhibitor = 16%
> CCCOCCc1nnc(N)s1
  KDM5B inhibitor = 22%

> O=C(N[C@H]1C[C@@H]2OCC[C@H]12)c1ccccc1-c1nc(-c2ccccc2)no1
  KDM5B inhibitor = -7%
> COc1ccc(-c2cc(N3CCCN(C(=O)c4ccc(N(C)C)cc4)CC3)n[nH]2)cc1
  KDM5B inhibitor = -21%
> Cc1cccc(NC(=O)N2CCCC(c3nnnn3C)C2)c1 (stereo unspecified)
  KDM5B inhibitor = -21%
> Cc1ccc(S(=O)(=O)N2CCCc3cc(NC(=O)c4ccc(C(F)(F)F)cc4)ccc32)cc1
  KDM5B inhibitor = ?
> O=C(CSc1ncc(S(=O)(=O)c2ccc(Br)cc2)c(=O)[nH]1)NCc1ccc(Cl)cc1
  KDM5B inhibitor = -38%
> COc1ccc(CNC(=O)Cc2c(C)c3cc(Cl)c(OC)cc3oc2=O)cc1
  KDM5B inhibitor = -19%
> O=C(Nc1ccc(CN2CCCCC2)cc1)c1sc2ccccc2c1Cl
  KDM5B inhibitor = 10%
> O=S(=O)(c1ccc(Sc2ccc(Br)cc2)nc1)N1CCCCC1
  KDM5B inhibitor = 3%
> CN(C)c1ccc(N=C=S)cc1
  KDM5B inhibitor = ?
> COc1cc(OC)c(NC(=O)NC(C(=O)N2CCc3ccccc32)C(C)C)cc1Cl (stereo unspecified)
  KDM5B inhibitor = -5%
> CC(C)COc1cc(=O)n2c(c1C(=O)N(C)CCc1ccccn1)CCCCC2
  KDM5B inhibitor = -2%
> COCC(=O)N(C1CCOCC1)C1CCN(C(=O)c2ccc(F)cc2F)CC1
  KDM5B inhibitor = 12%
> O=C(/C=C/c1ccccc1O)c1ccc(-c2ccccc2)cc1
  KDM5B inhibitor = -19%
> Cc1ncsc1CN1CCC2(CC1)CC(CC(=O)NCc1ccncc1)CCO2 (stereo unspecified)
  KDM5B inhibitor = -9%
> COc1ccc(-c2noc(-c3cccc(OCC(=O)N(C)C)c3)n2)cc1
  KDM5B inhibitor = 12%

A run of entries taken from the entries so far, as a working copy:
> Cn1c(=O)c2c(ncn2CC(=O)N2CC(C(=O)N3CCOCC3)Oc3ccccc32)n(C)c1=O (stereo unspecified)
  KDM5B inhibitor = 20%
> Cc1ccc(S(=O)(=O)N2CCCC(Cn3cnc4cccnc43)C2)cc1 (stereo unspecified)
  KDM5B inhibitor = 27%
> Cc1ccc(C(=O)NC2CCCN(c3cc(-c4ccccc4)[nH]n3)C2)s1 (stereo unspecified)
  KDM5B inhibitor = -28%
> CC(OC(=O)Cn1[nH]c(=O)c2ccccc2c1=O)C(=O)Nc1cccc(Cl)c1Cl (stereo unspecified)
  KDM5B inhibitor = 8%
> O=C(NCc1ccncc1)c1cc(C2CC2)nc2onc(C3CCNC3)c12 (stereo unspecified)
  KDM5B inhibitor = ?
> O=C(CC1CCCCC1)N(Cc1ccc2cc[nH]c2c1)C1CC1
  KDM5B inhibitor = 1%
> CC1(C)[C@H](Cc2cc(CN3CCN(c4ccccc4)CC3)on2)C[C@@H]1NC(=O)Nc1ccc(F)cc1
  KDM5B inhibitor = -15%
> O=C(Cn1nc(-c2ccc(F)cc2)ccc1=O)NC1CCCc2c1[nH]c1ccccc21 (stereo unspecified)
  KDM5B inhibitor = 14µM*
> CCC(C)Nc1nc2c(c(=O)[nH]c(=O)n2C)n1Cc1ccccc1Cl (stereo unspecified)
  KDM5B inhibitor = 16%
> CCCOCCc1nnc(N)s1
  KDM5B inhibitor = 22%
> O=C(N[C@H]1C[C@@H]2OCC[C@H]12)c1ccccc1-c1nc(-c2ccccc2)no1
  KDM5B inhibitor = -7%
> COc1ccc(-c2cc(N3CCCN(C(=O)c4ccc(N(C)C)cc4)CC3)n[nH]2)cc1
  KDM5B inhibitor = -21%
> Cc1cccc(NC(=O)N2CCCC(c3nnnn3C)C2)c1 (stereo unspecified)
  KDM5B inhibitor = -21%
> Cc1ccc(S(=O)(=O)N2CCCc3cc(NC(=O)c4ccc(C(F)(F)F)cc4)ccc32)cc1
  KDM5B inhibitor = ?
> O=C(CSc1ncc(S(=O)(=O)c2ccc(Br)cc2)c(=O)[nH]1)NCc1ccc(Cl)cc1
  KDM5B inhibitor = -38%
> COc1ccc(CNC(=O)Cc2c(C)c3cc(Cl)c(OC)cc3oc2=O)cc1
  KDM5B inhibitor = -19%
> O=C(Nc1ccc(CN2CCCCC2)cc1)c1sc2ccccc2c1Cl
  KDM5B inhibitor = 10%
> O=S(=O)(c1ccc(Sc2ccc(Br)cc2)nc1)N1CCCCC1
  KDM5B inhibitor = 3%
> CN(C)c1ccc(N=C=S)cc1
  KDM5B inhibitor = ?
> COc1cc(OC)c(NC(=O)NC(C(=O)N2CCc3ccccc32)C(C)C)cc1Cl (stereo unspecified)
  KDM5B inhibitor = -5%
> CC(C)COc1cc(=O)n2c(c1C(=O)N(C)CCc1ccccn1)CCCCC2
  KDM5B inhibitor = -2%
> COCC(=O)N(C1CCOCC1)C1CCN(C(=O)c2ccc(F)cc2F)CC1
  KDM5B inhibitor = 12%
> O=C(/C=C/c1ccccc1O)c1ccc(-c2ccccc2)cc1
  KDM5B inhibitor = -19%
> Cc1ncsc1CN1CCC2(CC1)CC(CC(=O)NCc1ccncc1)CCO2 (stereo unspecified)
  KDM5B inhibitor = -9%

Continued.
> CCOc1ccc(-n2c(=O)c3c4c(sc3n(CC(=O)NC(C)CC)c2=O)CCC4)cc1 (stereo unspecified)
  KDM5B inhibitor = -17%
> NC1CC(c2nnc(COc3ccc4c(c3)CCNCC4)n2C2CC2)C1 (stereo unspecified)
  KDM5B inhibitor = ?
> NC(=O)c1[nH]ncc1NCc1cccnc1
  KDM5B inhibitor = ?
> CC(C)(C)c1ccc(Cn2c(Cc3ccccc3)nc3ccccc32)cc1
  KDM5B inhibitor = -18%
> COc1cccc(C2C(C(=O)Nc3ccccn3)=C(C)Nc3ncnn32)c1OC (stereo unspecified)
  KDM5B inhibitor = -1%
> CCn1cnnc1-c1nn(C)c2c1CN(C(=O)CCC1CCCC1)CC2
  KDM5B inhibitor = 22µM*
> O=C(C1CCCN(c2cnn(Cc3ccccc3)c(=O)c2)C1)N1CCN(C2CCCCC2)CC1 (stereo unspecified)
  KDM5B inhibitor = -37%
> CCC(CC)NC(=O)c1cc(-c2ccccc2)nc2ccccc12
  KDM5B inhibitor = -7%
> O=C(/C=C/c1ccccc1OC(=O)c1cccs1)c1cc2ccccc2o1
  KDM5B inhibitor = -6%
> COc1ccc(NC(=O)COC(=O)c2ccc3ccccc3n2)cc1OC
  KDM5B inhibitor = 13%
> CCCS(=O)(=O)N1CCC(CCOC)(NC(=O)C2CC2)CC1
  KDM5B inhibitor = 18%
> COc1ccc(S(=O)(=O)NCC(=O)NCCc2ccc(OC)c(OC)c2)cc1
  KDM5B inhibitor = 28%
> COc1ccc(-c2cc(C(=O)N/N=C/c3cccnc3)c3cc(C)cc(C)c3n2)cc1
  KDM5B inhibitor = ?
> CC(=O)Nc1ccc(C(=O)NCCCSc2ccccc2)cc1
  KDM5B inhibitor = 22%
> CN1CCOc2c(C(=O)NCc3cccnc3)cc(-c3ccccc3O)cc21
  KDM5B inhibitor = 32µM*

Reformatted comma-delimited: part of the list above.
molecule,KDM5B inhibitor
O=C(C1CCCN(c2cnn(Cc3ccccc3)c(=O)c2)C1)N1CCN(C2CCCCC2)CC1 (stereo unspecified),-37%
CCC(CC)NC(=O)c1cc(-c2ccccc2)nc2ccccc12,-7%

Next section.
> Cc1ccc(N2C(=O)CCSC23C(=O)N(Cc2ccccc2)c2ccccc23)cc1F (stereo unspecified)
  KDM5B inhibitor = 4%
> O=C(/C=C/c1ccc2c(c1)OCO2)c1ccccn1
  KDM5B inhibitor = -34%
> CN(Cc1cccs1)C(=O)/C=C/c1nc2ccccc2s1
  KDM5B inhibitor = -34%
> COc1ccc(N2CCN(C(CNC(=O)C(=O)NCc3cccs3)c3ccco3)CC2)cc1 (stereo unspecified)
  KDM5B inhibitor = 8%
> Cc1ccc(S(=O)(=O)N2CCN(Cc3cn4cccc(C)c4n3)CC2)cc1
  KDM5B inhibitor = -12%
> Clc1cccc(CSc2nc3ncccc3o2)c1
  KDM5B inhibitor = 8%
> O=C1CC2CCN(Cc3ccc(Cl)cc3)CC2CCN1 (stereo unspecified)
  KDM5B inhibitor = ?
> Cc1cccc(C)c1OCC(O)Cn1cnc2ncccc2c1=O (stereo unspecified)
  KDM5B inhibitor = -7%
> COc1ccc(C[C@H](NC(=O)[C@@]2(O)C[C@@H](O)[C@H](O)[C@@H](NC(=O)Nc3ccc(C)cc3)C2)C(N)=O)cc1
  KDM5B inhibitor = -24%
> O=C(NCc1cccc(C(F)(F)F)c1)C1CCCN(C(=O)c2ccc(Cl)cc2)C1 (stereo unspecified)
  KDM5B inhibitor = 8%
> COc1ccccc1CNC(=O)C1Cn2cccc2C(=O)N1CC(C)C (stereo unspecified)
  KDM5B inhibitor = 6%
> CC1=C(C(=O)OC(C)C)C(c2ccc(C(C)(C)C)cc2)N2C(=O)CCSC2=N1 (stereo unspecified)
  KDM5B inhibitor = -14%
> COc1cc(C(=O)OCC(=O)c2ccccc2)ccc1OCc1ccc(Cl)cc1
  KDM5B inhibitor = ?
> Cc1ccccc1CSc1cn(CCNC(=O)c2cccs2)c2ccccc12
  KDM5B inhibitor = -85%
> Cc1cccc(CNC(=O)c2ncoc2-c2cccs2)c1
  KDM5B inhibitor = ?

> Cc1ccc2[nH]c(=O)c(CN3CCCN(c4ccncc4)CC3)cc2c1
  KDM5B inhibitor = ?
> Cc1cc(C(C)(C)C)cc(C)c1CCNC(=O)c1ccc(NC(=O)CC#N)cc1
  KDM5B inhibitor = -10%
> CCCCn1c(CN2CCCC(C(=O)c3nccn3C)C2)cnc1S(=O)(=O)CC (stereo unspecified)
  KDM5B inhibitor = 20%
> O=C1NCc2ccccc2CC12CCN(Cc1ccc(F)cc1F)C2 (stereo unspecified)
  KDM5B inhibitor = 24%[115 µM]
> COc1cc(OC)cc(C(=O)Nc2cccc3cccnc23)c1
  KDM5B inhibitor = 7%
> O=C(Cc1ccccc1Br)N1CCCN(c2cc(-c3ccc(F)cc3)[nH]n2)CC1
  KDM5B inhibitor = ?
> Cc1cc(NC(=O)CCS(=O)(=O)c2cc(Br)cc3c2N(C(=O)C2CC2)CC3)ccc1Br
  KDM5B inhibitor = -26%
> COc1ccc(CC(=O)N/N=C(/C)CC(=O)N(C)c2ccccc2)cc1
  KDM5B inhibitor = -6%
> CC(C)CC(=O)N1CC2CC(C1)[C@H]1CCCC(=O)N1C2 (stereo partly specified)
  KDM5B inhibitor = -13%
> CC(C)CC(=O)c1c[nH]c(C(=O)NCc2ccccc2)c1
  KDM5B inhibitor = 3%
> Cc1cccc(OCCc2noc(C3CN(C(=O)c4cccnc4C)C3)n2)c1
  KDM5B inhibitor = 9%
> CCOC(=O)c1oc2cc(OC(=O)c3ccco3)ccc2c(=O)c1-c1ccc(Br)cc1
  KDM5B inhibitor = 11%
> COc1ccc(S(=O)(=O)N2CCc3c(C(=O)NCCc4ccccn4)cccc32)cc1
  KDM5B inhibitor = -11%
> NCCC(=O)NC1CCCc2c1cnn2-c1ccc(F)cc1F (stereo unspecified)
  KDM5B inhibitor = ?
